# ROS inducer = cancer cell ROS induction; U2OS ROS induction, H2DCF-DA fluorescence; ROS induction (% of piperlongumine), % at 10 µM; AID 624156; 46,000 compounds, 2% hits; in the data active = ROS induction above about 79%, passing the limit was not always enough; inconclusive = no clear call, values can overlap the other calls;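 note: 0% = DMSO vehicle median and 100% = reference compound median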
# Active calls of the source: *; ? = inconclusive. Some of the compounds tested, so the mix of outcomes need not match the whole.
# A first look (2 entries):
nr	structure	ROS inducer
1	COc1ccc(CN(C)C[C@H]2Oc3ccc(NC(=O)Cc4ccccc4)cc3CC(=O)N([C@H](C)CO)C[C@H]2C)cc1	15
2	COC(=O)c1ccc(C(=O)OC)cc1	18

# The list itself (from the top)
nr	structure	ROS inducer
1	COc1ccc(CN(C)C[C@H]2Oc3ccc(NC(=O)Cc4ccccc4)cc3CC(=O)N([C@H](C)CO)C[C@H]2C)cc1	15
2	COC(=O)c1ccc(C(=O)OC)cc1	18
3	c1coc(CNc2nc3ccccc3n2CCN2CCOCC2)c1	2
4	C[C@@H]1CCCCO[C@@H](CN(C)C(=O)c2ccccc2)[C@@H](C)CN([C@H](C)CO)C(=O)c2cc(NC(=O)Nc3ccc4c(c3)OCO4)ccc2O1	-9
5	C[C@@H]1CN([C@H](C)CO)C(=O)c2cccc(NS(=O)(=O)c3cn(C)cn3)c2O[C@@H]1CN(C)Cc1ccc(Oc2ccccc2)cc1	12
6	CCN(CC)S(=O)(=O)c1ccc(-c2cc(C(=O)OC)sc2C(F)(F)F)cc1	-14
7	O=C(N/C(=C/c1ccccc1)C(=O)N1CCCCCC1)c1ccccc1	-14
8	COc1ccc(OC)c(NC(=O)CSc2nc3sc(C)c(C)c3c(=O)n2-c2ccccc2)c1	32
9	C[C@@H]1CN([C@H](C)CO)C(=O)CCCn2nncc2CO[C@H]1CN(C)C(=O)Cc1ccccc1	1
10	O=C(Nc1ccccc1)c1cc(S(=O)(=O)Nc2cccnc2)cs1	-3
11	C[C@@H]1CN([C@H](C)CO)C(=O)c2cccc(NC(=O)c3nc4ccccc4s3)c2O[C@H]1CN(C)Cc1ccc(Cl)c(Cl)c1	0
12	C[C@H]1CN([C@@H](C)CO)C(=O)c2cccc(NC(=O)Nc3ccc(F)cc3)c2O[C@H]1CN(C)Cc1ccc(-c2ccccc2)cc1	68
13	C[C@@H]1CCCCO[C@@H](CN(C)C(=O)Cc2ccccc2)[C@@H](C)CN([C@H](C)CO)C(=O)c2cc(NC(=O)Nc3cccc4ccccc34)ccc2O1	20
14	COc1ccc(S(=O)(=O)N(C)C[C@H]2Oc3ccc(NC(=O)Cc4ccccc4)cc3CC(=O)N([C@@H](C)CO)C[C@@H]2C)cc1	3
15	CC(C)=CCC[C@@H](C)C/C=N/NC(=O)CCCCCCC(=O)O	9
16	C[C@H]1CN([C@@H](C)CO)C(=O)Cc2cc(NS(C)(=O)=O)ccc2O[C@H]1CN(C)Cc1ccc(C(F)(F)F)cc1	6
17	COc1ccccc1OCC(=O)Nc1cccc(-c2nnc(-c3ccco3)o2)c1	17
18	CC(C)(C)c1cs/c(=N/c2ccccn2)n1-c1ccc(Cl)cc1	7
19	Cc1cc(C(=O)Nc2cccc3c2O[C@H](CN(C)C)[C@@H](C)CN([C@H](C)CO)C3=O)n(C)n1	1
20	O=C(NCc1cn2ccsc2n1)c1cccs1	6
21	O=C(CSC(=S)N1CCCCC1)N1c2ccccc2CCc2ccccc21	3
22	COCCOC(=O)N1C(=O)[C@@]2(c3ccccc31)[C@H](C(=O)N1CCN(c3ncccn3)CC1)[C@H]1C(=O)O[C@H](c3ccccc3)[C@H](c3ccccc3)N1[C@@H]2c1ccccc1OCCO	122*
23	COc1ccccc1NC(=O)Cc1coc2c(C)c(C)ccc12	-9
24	COc1ccc(CN(C)C[C@H]2Oc3ccc(NC(=O)NC(C)C)cc3CC(=O)N([C@@H](C)CO)C[C@H]2C)cc1	-9
25	C[C@@H]1CN([C@@H](C)CO)C(=O)Cc2cc(NS(=O)(=O)c3ccc(Cl)cc3)ccc2O[C@@H]1CN(C)S(=O)(=O)c1cn(C)cn1	-7
26	C[C@@H]1CN([C@H](C)CO)C(=O)Cc2cc(NS(C)(=O)=O)ccc2O[C@@H]1CN(C)S(C)(=O)=O	4
27	Cc1ccc(C(=O)NCCc2ccc(S(N)(=O)=O)cc2)o1	-4
28	C[C@H](CO)N1C[C@H](C)[C@@H](CN(C)Cc2ccccc2)Oc2ccc(NS(=O)(=O)c3ccccc3)cc2C1=O	40
29	C[C@H]1CN([C@@H](C)CO)C(=O)c2cccc(NS(C)(=O)=O)c2O[C@@H]1CN(C)S(=O)(=O)c1ccccc1	-9
30	CC(C)NC(=O)Nc1ccc2c(c1)CC(=O)N([C@@H](C)CO)C[C@@H](C)[C@@H](CN(C)C(=O)Nc1ccc(F)cc1)O2	-1
31	O=C(CSc1n[nH]c(-c2ccc(Cl)cc2)n1)Nc1ccc(Br)c(Cl)c1	-4
32	COc1ccc(S(=O)(=O)Nc2ccc3c(c2)C(=O)N([C@@H](C)CO)C[C@@H](C)[C@@H](CN(C)S(=O)(=O)c2c(C)noc2C)O3)cc1	11
33	CC1=C(CC/C(C)=C/C(=O)O)[C@@]2(C)CCCC(C)(C)C2CC1 (stereo partly specified)	2
34	COc1ccc(NC(=S)NCCc2c[nH]c3ccccc23)c(OC)c1	12
35	C[C@H](CO)N1C[C@H](C)[C@H](CN(C)C(=O)NC2CCCCC2)Oc2c(NS(=O)(=O)c3ccccc3)cccc2C1=O	0
36	CNC[C@H]1Oc2ccc(N(C)C)cc2CC(=O)N([C@@H](C)CO)C[C@@H]1C	-4
37	C[C@@H]1CN([C@@H](C)CO)C(=O)c2cccc(NC(=O)Nc3ccccc3)c2O[C@@H]1CN(C)CC1CCCCC1	-8
38	CC1(CO)CC(=O)CC2(C)C3=C(CCC12)C(=O)OC3 (stereo unspecified)	-2
39	COc1ccc(S(=O)(=O)Nc2ccc3c(c2)CC(=O)N([C@H](C)CO)C[C@@H](C)[C@@H](CN(C)Cc2ccncc2)O3)cc1	-2
40	Cc1noc(C)c1S(=O)(=O)Nc1cccc2c1O[C@H](CN(C)C(=O)Nc1ccc3c(c1)OCO3)[C@H](C)CN([C@@H](C)CO)C2=O	-3

# Quoted at random: 3 records from the list
nr	structure	ROS inducer
28	C[C@H](CO)N1C[C@H](C)[C@@H](CN(C)Cc2ccccc2)Oc2ccc(NS(=O)(=O)c3ccccc3)cc2C1=O	40
29	C[C@H]1CN([C@@H](C)CO)C(=O)c2cccc(NS(C)(=O)=O)c2O[C@@H]1CN(C)S(=O)(=O)c1ccccc1	-9
19	Cc1cc(C(=O)Nc2cccc3c2O[C@H](CN(C)C)[C@@H](C)CN([C@H](C)CO)C3=O)n(C)n1	1

# Four entries from above, arranged by count of non-hydrogen atoms, low to high.
nr	structure	ROS inducer
37	C[C@@H]1CN([C@@H](C)CO)C(=O)c2cccc(NC(=O)Nc3ccccc3)c2O[C@@H]1CN(C)CC1CCCCC1	-8
39	COc1ccc(S(=O)(=O)Nc2ccc3c(c2)CC(=O)N([C@H](C)CO)C[C@@H](C)[C@@H](CN(C)Cc2ccncc2)O3)cc1	-2
25	C[C@@H]1CN([C@@H](C)CO)C(=O)Cc2cc(NS(=O)(=O)c3ccc(Cl)cc3)ccc2O[C@@H]1CN(C)S(=O)(=O)c1cn(C)cn1	-7
22	COCCOC(=O)N1C(=O)[C@@]2(c3ccccc31)[C@H](C(=O)N1CCN(c3ncccn3)CC1)[C@H]1C(=O)O[C@H](c3ccccc3)[C@H](c3ccccc3)N1[C@@H]2c1ccccc1OCCO	122*

# The listing continues.
nr	structure	ROS inducer
41	Cc1noc(C)c1NC(=O)N(C)C[C@@H]1Oc2c(NC(=O)C3CCOCC3)cccc2C(=O)N([C@@H](C)CO)C[C@H]1C	-7
42	CCOC(=O)c1cnc2c(c(C)nn2C)c1Sc1nnc(SC)s1	?
43	Cc1noc(C)c1NC(=O)Nc1ccc2c(c1)CC(=O)N([C@@H](C)CO)C[C@@H](C)[C@@H](CN(C)S(=O)(=O)c1ccc(F)cc1)O2	-4
44	C[C@H]1CN([C@@H](C)CO)C(=O)CCCn2cc(nn2)CO[C@@H]1CN(C)C(=O)NC1CCCC1	6
45	COc1ccccc1NC(=O)COc1ccc2oc3c(c2c1)CCCC3	-16
46	C[C@@H]1CN([C@H](C)CO)C(=O)c2cc(NC(=O)Nc3ccc4c(c3)OCO4)ccc2O[C@@H]1CN(C)Cc1ccc(C(=O)O)cc1	6
47	COc1ncnc(OC)c1C	-5
48	COc1c(Br)cc2c(cc(C)n2-c2ccccc2)c1OCC(O)CNC(C)C (stereo unspecified)	-1
49	C[C@@H]1CN([C@H](C)CO)C(=O)c2cccc(NC(=O)Nc3ccc(F)cc3)c2O[C@H]1CN(C)Cc1ccc(Oc2ccccc2)cc1	22
50	C[C@@H]1CN([C@@H](C)CO)C(=O)Cc2cc(NC(=O)Nc3cccc4ccccc34)ccc2O[C@@H]1CN(C)C(=O)NC1CCCCC1	12
51	C[C@@H]1CN([C@H](C)CO)C(=O)Cc2cc(NS(=O)(=O)c3cccs3)ccc2O[C@@H]1CN(C)S(=O)(=O)c1cn(C)cn1	-2
52	COc1ccc(NC(=O)Nc2cccc3c2O[C@@H](CN(C)S(=O)(=O)c2cn(C)cn2)[C@H](C)CN([C@H](C)CO)C3=O)cc1	3
53	CC(=O)OC[C@H]1O[C@@H](Oc2c(-c3ccc(O)cc3)oc3cc(O)cc(O)c3c2=O)[C@H](O)[C@@H](O)[C@@H]1O	-13
54	C[C@@H]1CN([C@@H](C)CO)C(=O)Cc2cc(NC(=O)Nc3ccc(F)cc3)ccc2O[C@@H]1CN(C)Cc1ccc2c(c1)OCO2	7
55	Cc1ccc(S(=O)(=O)Nc2ccc3c(c2)CC(=O)N([C@@H](C)CO)C[C@@H](C)[C@@H](CN(C)S(=O)(=O)c2cccs2)O3)cc1	0
56	C[C@@H]1CN([C@@H](C)CO)C(=O)c2cccc(NC(=O)C3CCCCC3)c2O[C@@H]1CN(C)Cc1ccc(-c2ccccc2)cc1	66
57	C[C@@H]1CN([C@H](C)CO)C(=O)Cc2cc(NC(=O)Cc3ccccc3)ccc2O[C@H]1CN(C)Cc1ccc(Oc2ccccc2)cc1	59
58	COc1cc(O)c(CC=C(C)C)cc1C(=O)/C=C/c1ccc(O)c(CC=C(C)C)c1	-15
59	C[C@@H]1CN([C@@H](C)CO)C(=O)c2cc(NC(=O)CCN3CCOCC3)ccc2O[C@@H]1CN(C)S(=O)(=O)c1ccc(F)cc1	-14
60	C=C1CCC(C)C(C)(CCC2=CCOC2=O)C/C=C\C=C/1C(=O)O (stereo unspecified)	-6
61	CC(C)(C)NS(=O)(=O)c1ccc(OCC(=O)Nc2ccc(F)c(Cl)c2)cc1	14
62	CCc1cc2c(SCC(=O)Nc3cccc(C)c3)ncnc2s1	-6
63	CSc1scc2c1-c1nc(SCC(=O)C(C)(C)C)ncc1CC2	34
64	Cc1cc(C)cc(NC(=O)Cn2cc(C(=O)c3cccs3)c3ccccc32)c1	10
65	CCCOC(=O)c1ccc(NC(=O)c2ccc(C)c(Br)c2)cc1	6
66	CC(C)(C)c1cn2c3ccccc3nc2n1CCN1CCOCC1	21
67	COC(=O)c1c(NC(=S)Nc2nc(C)cc(C)n2)sc2c1CCC(C)C2 (stereo unspecified)	5
68	CC1(C)CC(CC(=O)N2CCOCC2)(c2ccccc2)CCO1 (stereo unspecified)	7
69	CCc1ccc(CCC(=O)Nc2ccc(OC)cc2)o1	-2
70	C[C@@H]1CN([C@H](C)CO)C(=O)c2cc(N(C)C)ccc2O[C@H]1CN(C)C(=O)Nc1ccc(C(F)(F)F)cc1	5
71	COc1ccccc1NC(=O)CN1C(=O)NC(C)(C)C1=O	-3
72	C[C@H]1CN([C@@H](C)CO)C(=O)c2cccc(NC(=O)Nc3ccc(F)cc3)c2O[C@H]1CN(C)S(C)(=O)=O	0
73	c1nc(N2CCOCC2)nc(N2CCOCC2)n1	-10
74	C[C@H]1CN([C@@H](C)CO)C(=O)c2cc(NC(=O)CCCCCC(=O)Nc3ccccc3N)ccc2O[C@H]1CN(C)C(=O)Nc1ccccc1	3
75	Cc1noc(C)c1S(=O)(=O)Nc1ccc2c(c1)CC(=O)N([C@@H](C)CO)C[C@@H](C)[C@@H](CN(C)S(=O)(=O)c1cn(C)cn1)O2	36
76	C[C@@H]1CN([C@@H](C)CO)C(=O)c2cc(NC(=O)CCC(F)(F)F)ccc2O[C@H]1CN(C)C(=O)NC1CCCCC1	-6
77	C[C@H](CO)N1C[C@H](C)[C@H](CN(C)S(=O)(=O)c2cccs2)Oc2c(NC(=O)Nc3ccc4c(c3)OCO4)cccc2C1=O	23
78	C[C@@H]1CN([C@H](C)CO)C(=O)c2cc(NC(=O)c3ccncc3)ccc2O[C@H]1CN(C)C(=O)NC1CCCCC1	-13
79	Cc1noc(C)c1S(=O)(=O)Nc1cccc2c1O[C@@H](CN(C)C)[C@@H](C)CN([C@H](C)CO)C2=O	-6
80	C[C@@H]1CCCCO[C@@H](CN(C)S(=O)(=O)c2cccs2)[C@@H](C)CN([C@H](C)CO)C(=O)c2cc(NC(=O)Nc3ccc4c(c3)OCO4)ccc2O1	91*
81	CN=CC1=C(O)c2ccccc2C1=O	9
82	Nc1cc(C(F)(F)F)ccc1Oc1ccc(C2CCCCC2)cc1	-3
83	CCOC(=O)c1c(NC(=O)Cn2cnc3sc(C)c(C)c3c2=O)sc(C)c1C	0
84	CCOC(=O)c1c(C)n(O)c2ccc3nonc3c12	6
85	O=c1[nH]cnc2cc(-c3ccccc3)sc12	11
86	Cc1ccc(S(=O)(=O)N(C)C[C@H]2Oc3ccc(NS(=O)(=O)c4ccccc4)cc3C(=O)N([C@@H](C)CO)C[C@@H]2C)cc1	8
87	O=C1CC(c2ccccc2)N=C(SCC(=O)Nc2ccc(Cl)cc2)N1 (stereo unspecified)	19
88	C[C@H]1CN([C@@H](C)CO)C(=O)c2cc(NC(=O)Cn3cnnn3)ccc2O[C@H]1CN(C)Cc1ccc(Cl)c(Cl)c1	-13
89	C[C@@H]1CN([C@@H](C)CO)C(=O)Cc2cc(NS(=O)(=O)c3ccccc3)ccc2O[C@@H]1CN(C)C(=O)Nc1ccc(C(F)(F)F)cc1	5
90	COC(=O)CN1C=C(C(=O)OC)C(c2ccc(Cl)cc2)C(C(=O)OC)=C1	-7
91	CCOc1ccc(C(=O)Nc2cccc(NC(=O)c3ccccc3)c2)cc1Br	33
92	Cc1noc(C)c1NC(=O)N(C)C[C@H]1Oc2ccc(NC(=O)NC(C)C)cc2C(=O)N([C@H](C)CO)C[C@H]1C	1
93	Cc1noc(C)c1NC(=O)N(C)C[C@H]1Oc2c(NC(=O)Nc3ccc(C(F)(F)F)cc3)cccc2C(=O)N([C@H](C)CO)C[C@@H]1C	-10
94	C[C@H](CO)N1C[C@H](C)[C@@H](CN(C)C(=O)Nc2ccccc2)Oc2c(NS(C)(=O)=O)cccc2C1=O	-10
95	Cn1c(SCC(=O)Nc2cc(Cl)c(Cl)cc2Cl)nnc1-c1ccccc1	-8
